Screens as filed in PubChem BioAssay.
POLH inh = inhibitors of human DNA polymerase eta; Q9Y253; recombinant Pol eta, fluorescent DNA replication assay; Potency, µM (top dose mostly 114 µM), for inactives: at the top dose activity change, negative = inhibition, hits mostly inhibitors; 390,000 compounds, 1.2% hits; further: on the % scale 0 is the no-effect control and ±100 the full control effect
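Pol eta at 10 nM preincubated with compounds 15 min at room temperature; reaction started with fluorescent substrate (50 nM final) and read kinetically at 0 and 10 min.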
Pol iota inh = inhibitors of human DNA polymerase iota. Q9UNA4. Pol iota fluorescent replication assay, 10 min. Potency, µM (highest dose often 115 µM), without a hit: at the highest dose activity, negative = inhibition, most hits filed as inhibitors. 390,000 compounds, 1% hits
Target sequence (Q9UNA4 whole entry, looked up): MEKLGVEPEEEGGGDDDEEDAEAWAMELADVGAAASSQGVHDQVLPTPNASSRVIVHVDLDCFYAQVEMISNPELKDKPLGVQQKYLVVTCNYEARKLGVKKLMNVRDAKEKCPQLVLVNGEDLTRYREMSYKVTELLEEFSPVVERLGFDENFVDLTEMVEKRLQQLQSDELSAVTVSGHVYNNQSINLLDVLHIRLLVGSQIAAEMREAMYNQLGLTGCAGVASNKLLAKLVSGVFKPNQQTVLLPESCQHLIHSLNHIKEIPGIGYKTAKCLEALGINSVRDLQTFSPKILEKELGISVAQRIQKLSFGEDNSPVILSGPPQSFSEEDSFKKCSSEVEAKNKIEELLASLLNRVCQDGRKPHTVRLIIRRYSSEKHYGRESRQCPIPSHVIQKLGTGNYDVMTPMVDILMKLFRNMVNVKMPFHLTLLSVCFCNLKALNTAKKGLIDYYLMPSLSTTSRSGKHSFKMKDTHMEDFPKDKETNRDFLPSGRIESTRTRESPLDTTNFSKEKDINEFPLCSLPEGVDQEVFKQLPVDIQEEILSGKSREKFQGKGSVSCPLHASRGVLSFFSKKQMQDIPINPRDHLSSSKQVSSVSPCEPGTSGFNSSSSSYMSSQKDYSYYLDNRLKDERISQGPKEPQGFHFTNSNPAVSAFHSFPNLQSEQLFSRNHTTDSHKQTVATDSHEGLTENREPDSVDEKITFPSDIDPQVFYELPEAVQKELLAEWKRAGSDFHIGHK
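Fluorescent replication assay read twice, at 0 min and 10 min after adding 50 nM (final) substrate. Enzyme (10 nM) and compounds were first incubated 15 min at room temperature; enzyme-free buffer wells were negative controls.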
Pol kappa inh = inhibitors of human DNA polymerase kappa | 400,000 compounds, 0.53% hits | Q9UBT6 | purified Pol kappa, fluorescent DNA synthesis assay, 10 min | Potency, µM (top dose mostly 107 µM), for inactives: at the top dose activity, negative = inhibition, hits mostly inhibitors; further: on the % scale 0 is the no-effect control and ±100 the full control effect
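10 nM Pol kappa preincubated 15 min at room temperature with compounds, then reaction started with substrate at 50 nM final. Fluorescence read kinetically at 0 and 10 min; buffer-only wells served as negative control.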
BAZ2B block = blocks human BAZ2B; Q9UIF8; AlphaScreen BAZ2B-H3K14Ac peptide displacement; Potency, µM (doses to about 114 µM), for inactives: at the highest dose activity change, negative = inhibition, hits mostly inhibitors; 360,000 compounds, 4.4% hits; further: on the % scale 0 is the no-effect control and ±100 the full control effect; nearly all actives have a fitted effect of over 60% in size
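BAZ2B (50 nM) with biotin-H3(5-23)K14Ac peptide (50 nM) in PBS pH 7.4, 0.01% Tween-20, preformed 30 min, then compound 30 min at room temperature; top concentration 110uM. AlphaScreen streptavidin donor/nickel chelate acceptor beads (10 ug/mL final), 20 min dark, signal read.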
POLB inh = blocks human DNA polymerase beta activity; P06746; Pol beta primer extension/strand displacement, fluorescence kinetic; Potency, µM (highest dose often 114 µM), without a hit: at the top dose activity change, negative = inhibition, hits mostly inhibitors; 340,000 compounds, 1.3% hits; AID 485314; further: on the % scale 0 is the no-effect control and ±100 the full control effect
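Human Pol beta at 10 nM; strand-displacement substrate 50 nM final. Compound exposure 15 min at room temperature before start, reaction 10 min at room temperature.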
G9a block = G9a (human) methyltransferase inhibition; Potency, µM (titrated, usually from 102 µM), for the others: at the highest dose activity, negative = inhibition, usual class: inhibitors; Q96KQ7; 350,000 compounds, 8.8% hits; G9a H3K9 monomethylation, AlphaScreen, 2 h; further: on the % scale 0 is the no-effect control and ±100 the full control effect; nearly all actives have a fitted effect of over 75% in size
Target sequence (Q96KQ7 913-1193 limits assumed): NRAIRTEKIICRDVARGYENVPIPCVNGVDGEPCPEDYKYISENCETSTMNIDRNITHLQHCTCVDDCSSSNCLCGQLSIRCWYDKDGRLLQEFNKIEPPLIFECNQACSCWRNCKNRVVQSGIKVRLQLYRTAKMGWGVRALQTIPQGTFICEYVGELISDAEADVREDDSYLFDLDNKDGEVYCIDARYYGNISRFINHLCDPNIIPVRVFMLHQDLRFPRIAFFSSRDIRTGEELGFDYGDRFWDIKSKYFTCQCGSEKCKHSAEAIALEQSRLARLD
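Step 1: enzyme (final 20 nM) with compound, 15 min RT. Step 2: substrate peptide 500 nM and SAM 20 uM, 2 h RT. Step 3: anti-H3K9me1 antibody and AlphaScreen beads, 10 min, then plate read.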
JMJD2A Tudor inh = JMJD2A Tudor domain (human) inhibition; O75164; AlphaScreen JMJD2A-Tudor / H3K4me3 peptide binding; 390,000 compounds, 4.4% hits; Potency, µM (titrated, usually from 114 µM), for the others: at the highest dose activity change, negative = inhibition, actives largely listed as inhibitors; AID 504339; further: on the % scale 0 is the no-effect control and ±100 the full control effect; nearly all actives have a fitted effect of over 50% in size
BLM inh = blocks DNA unwinding by human BLM helicase. P54132. recombinant BLM DNA unwinding, fluorescence dequenching. Potency, µM (titrated, usually from 56.1 µM), for inactives: top-dose activity change, negative = inhibition, usual class: inhibitors. 350,000 compounds, 0.2% hits;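 further: plate controls were vehicle for no effect and no enzyme for full effect; nearly all actives have a fitted effect of over 35% in size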
APE1 inh = APE1 (human) endonuclease inhibition. AID 2517. Potency, µM (series often up to 65.8 µM), for the others: at the highest dose activity change, negative = inhibition, actives largely listed as inhibitors. recombinant APE1, TAMRA/BHQ-2 abasic DNA cleavage fluorescence. 350,000 compounds, 0.35% hits;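 further: plate controls were vehicle for no effect and reference inhibitor for full effect; nearly all actives have a fitted effect of over 55% in size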
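Endonuclease cleavage of a quenched abasic-site DNA duplex (50 nM) by APE1 (0.75 nM) was tracked by TAMRA dequenching. Compounds were preincubated with enzyme 15 min at room temperature; data normalized to buffer-only and DMSO wells plus NSC13755 control.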
An asterisk follows results filed as active; [ ] = dose if it differs, or a comment. The call rests on the fitted dose curve; in most records, active means well fitted curve in the direction sought with a large enough effect; inconclusive means small, poorly fitted or top-dose-only effect, or another doubt; inactive means no such curve, though single readings can be large; an effect the other way counts as inactive or inconclusive. Potency means the concentration at half of the fitted maximal effect.

The opening two compounds (preview)
Results for O=C(NCC(c1ccco1)N1CCCCC1)c1cccs1 (configuration not stated) ?
POLH inh: -17%; Pol iota inh: -6%; Pol kappa inh: -3%; JMJD2A Tudor inh: -6%; APE1 inh: 3%

How did NNC(=O)c1cc(Cl)ccc1Cl do in these assays?
POLH inh: -4%; Pol iota inh: 2%; Pol kappa inh: -3%; BAZ2B block: 0%; POLB inh: 23%; G9a block: 13%[59 µM]; JMJD2A Tudor inh: -4%; BLM inh: -3%; APE1 inh: -2%

Results, from the first entry:
Results for O=C(NCC(c1ccco1)N1CCCCC1)c1cccs1 (configuration not stated) ?
POLH inh: -17%; Pol iota inh: -6%; Pol kappa inh: -3%; JMJD2A Tudor inh: -6%; APE1 inh: 3%

How did NNC(=O)c1cc(Cl)ccc1Cl do in these assays?
POLH inh: -4%; Pol iota inh: 2%; Pol kappa inh: -3%; BAZ2B block: 0%; POLB inh: 23%; G9a block: 13%[59 µM]; JMJD2A Tudor inh: -4%; BLM inh: -3%; APE1 inh: -2%

What do the screens show for `COc1ccc(CNC(=O)C/C(C)=N/NC(=O)c2cnccn2)cc1`?
POLH inh: -13%; Pol iota inh: 52%[activator]; Pol kappa inh: -10%; BAZ2B block: inconclusive; POLB inh: 1%; G9a block: inconclusive; JMJD2A Tudor inh: -15%; BLM inh: 2%; APE1 inh: 2%

How did Cc1cc(=O)oc2c(CN3CCCCC3)c(O)c(Cl)cc12 do in these assays?
POLH inh: -15%; Pol iota inh: 0%; Pol kappa inh: 0%; BAZ2B block: 0%; POLB inh: -7%; G9a block: -10%[12.7 µM]; JMJD2A Tudor inh: 4%; BLM inh: 4%; APE1 inh: 0%

Results for O=C(COC(=O)CCC(=O)c1ccc(Cl)cc1)NCCc1ccccc1 ?
POLH inh: -5%; Pol iota inh: 5%; Pol kappa inh: -1%; POLB inh: -13%; G9a block: inconclusive; JMJD2A Tudor inh: -9%; BLM inh: -1%; APE1 inh: -4%

Results for Cc1cccc(N2CCN(C(=O)c3cc4c(=O)n(C)c5ccccc5c4n3C)CC2)c1C ?
POLH inh: -8%; Pol iota inh: 34%[activator]; Pol kappa inh: 12%; BAZ2B block: 11%; POLB inh: 5%; G9a block: -4%; JMJD2A Tudor inh: -25%; BLM inh: -4%; APE1 inh: 6%

Results for O=C(NCc1ccc(N2CCCC2=O)cc1)c1cnccn1 ?
POLH inh: -9%; Pol iota inh: 14%; Pol kappa inh: 0%; BAZ2B block: 8%; POLB inh: 12%; G9a block: 13%; JMJD2A Tudor inh: 0%; BLM inh: -4%; APE1 inh: -3%

How did c1ccc(Cn2c(NCc3ccccn3)nc3ccccc32)cc1 do in these assays?
POLH inh: -3%; Pol iota inh: 2%; Pol kappa inh: 0%; BAZ2B block: -37%; POLB inh: 14%; G9a block: inconclusive; JMJD2A Tudor inh: -15%; BLM inh: -1%; APE1 inh: 2%

How did O=C(CN1C(=O)C2(SCC(=O)N2c2ccccc2)c2ccccc21)NCCc1ccccc1 (configuration not stated) do in these assays?
POLH inh: -2%; Pol iota inh: 43%[activator]; Pol kappa inh: 9%; BAZ2B block: 22%; POLB inh: 3%; G9a block: 19%[59 µM]; JMJD2A Tudor inh: -15%; BLM inh: 2%

Results for CC(=O)c1c(C(C)=O)c(C)n(-c2ccc(C(=O)O)cc2)c1C ?
POLH inh: 0%; Pol iota inh: 6%; Pol kappa inh: 1%; BAZ2B block: -36%; POLB inh: 10%; G9a block: -27%; JMJD2A Tudor inh: -28%; BLM inh: -4%; APE1 inh: 0%

What do the screens show for `CC(=O)c1ccc(S(=O)(=O)Nc2ccc3c(c2)OCO3)cc1`?
POLH inh: -2%; Pol iota inh: inconclusive; Pol kappa inh: -12%; JMJD2A Tudor inh: -24%; APE1 inh: 2%

How did CC1CCCCN1Cc1nc2c(c(=O)n(C)c(=O)n2C)n1Cc1c(F)cccc1Cl (configuration not stated) do in these assays?
POLH inh: 3%; Pol iota inh: -2%; Pol kappa inh: 0%; BAZ2B block: 3%; POLB inh: 3%; G9a block: -3%; JMJD2A Tudor inh: -20%; BLM inh: 1%; APE1 inh: -1%

How did COc1ccc(N(Cc2cccs2)C(=O)COc2ccc(C(C)C)cc2)cc1 do in these assays?
POLH inh: -19%; Pol iota inh: 13%; Pol kappa inh: 0%; BAZ2B block: 53%[activator]; POLB inh: inconclusive; G9a block: 76%[activator][59 µM]; JMJD2A Tudor inh: 43%[activator]; BLM inh: -13%

How did CCC(=O)Nc1ccc2oc(-c3ccccc3Br)nc2c1 do in these assays?
POLH inh: -17%; Pol iota inh: -2%; Pol kappa inh: 1%; POLB inh: -20%; G9a block: 10%[59 µM]; JMJD2A Tudor inh: -4%; BLM inh: -3%; APE1 inh: 5%

Results for CC1(NC(=O)Cc2csc(-c3ccc(Cl)cc3)n2)CCS(=O)(=O)C1 (configuration not stated) ?
POLH inh: -20%; Pol iota inh: 9%; Pol kappa inh: -10%; JMJD2A Tudor inh: -20%; APE1 inh: 13%

Results for CC(=O)OCC1=C(C(=O)O)N2C(=O)C(NC(=O)c3ccc(COc4c(C)cccc4Cl)o3)C2SC1 (configuration not stated) ?
POLH inh: 45µM*; Pol iota inh: 28µM*; Pol kappa inh: inconclusive; BAZ2B block: inconclusive; POLB inh: 13µM*; G9a block: 45µM*; JMJD2A Tudor inh: inconclusive; BLM inh: -25%; APE1 inh: inconclusive

How did COc1ccc(-c2c3c(=O)n(C)c(=O)n(C)c3cn2Cc2ccccn2)cc1 do in these assays?
POLH inh: 7%; Pol iota inh: 30%; Pol kappa inh: -2%; BAZ2B block: 50µM*; POLB inh: 6%; G9a block: inconclusive; JMJD2A Tudor inh: -36%; BLM inh: -3%; APE1 inh: -7%

How did O=C1CCC[C@@H]2[C@@H](Cc3ccccc3)[C@H](N3CCN(c4ccccc4)CC3)C[C@@H]3CCN1[C@@H]32 do in these assays?
POLH inh: -21%; Pol iota inh: 32%[activator]; Pol kappa inh: 5%; JMJD2A Tudor inh: 45µM*

How did COc1ccc(Br)c(C(=O)OCc2cc(=O)oc3cc(C)ccc23)c1 do in these assays?
POLH inh: 1%; Pol iota inh: 103%[activator]; Pol kappa inh: -13%; BAZ2B block: -16%; POLB inh: 0%; G9a block: 16%; JMJD2A Tudor inh: -9%; BLM inh: -3%; APE1 inh: 4%

What do the screens show for `Cc1ccc(Cn2ccc(NC(=O)c3cc4nc5c(c(C(F)(F)F)n4n3)CCc3ccccc3-5)n2)cc1`?
BAZ2B block: -3%[57.1 µM]; POLB inh: 4%; G9a block: 39%[0.501 µM]; BLM inh: 0%; APE1 inh: -3%

What do the screens show for `Cc1ccc(OCC(O)CN2C(=O)NC(C)(C)C2=O)cc1` (configuration not stated)?
POLH inh: -20%; Pol iota inh: 22%; Pol kappa inh: 1%; BAZ2B block: -5%; POLB inh: 1%; G9a block: 7%[59 µM]; JMJD2A Tudor inh: 15%; BLM inh: 3%; APE1 inh: 10%

How did COc1ccc(-n2nnc(-c3nc(-c4cccs4)no3)c2N)cc1OC do in these assays?
POLH inh: -11%; Pol iota inh: 18%; Pol kappa inh: -10%; BAZ2B block: -12%; POLB inh: inconclusive; G9a block: 2%[59 µM]; JMJD2A Tudor inh: -27%; BLM inh: -14%

What do the screens show for `Cc1cccc(C(=O)OCC(=O)NN2C(=O)NC3(CCCCC3)C2=O)c1`?
POLH inh: -10%; Pol iota inh: -10%; Pol kappa inh: 14%; BAZ2B block: -11%; G9a block: -51%[12.7 µM]; JMJD2A Tudor inh: -1%; APE1 inh: 28%

How did N#CCC(CNc1ncc(C(F)(F)F)cc1Cl)OC(=O)c1ccc(Cl)cc1 (configuration not stated) do in these assays?
POLH inh: -10%; Pol iota inh: -17%; Pol kappa inh: -18%; BAZ2B block: 13%; POLB inh: inconclusive; G9a block: 36%; JMJD2A Tudor inh: 10%; BLM inh: -13%; APE1 inh: -7%

How did CC(=O)Oc1ccc2c(c1)c(C(C)=O)c(C)n2C do in these assays?
POLH inh: -7%; Pol iota inh: 12%; Pol kappa inh: -3%; BAZ2B block: 10%; POLB inh: 0.89µM*; G9a block: -4%[59 µM]; JMJD2A Tudor inh: -27%; BLM inh: 1%; APE1 inh: 17%

How did CCCCCOc1ccc(/C=C/C(=O)NCCc2nc3ccccc3[nH]2)cc1OC do in these assays?
POLH inh: 16%; Pol iota inh: inconclusive; Pol kappa inh: -11%[60.1 µM]; BAZ2B block: 15%; POLB inh: 16µM*; G9a block: -12%[59 µM]; JMJD2A Tudor inh: -16%; BLM inh: -8%; APE1 inh: -5%

Results for CCn1c(-c2cccc(Cl)c2)n[nH]c1=S ?
POLH inh: -13%; Pol iota inh: 7%; Pol kappa inh: -7%; BAZ2B block: 7%; POLB inh: inconclusive; G9a block: 6.3µM*; JMJD2A Tudor inh: 7.1µM*; BLM inh: 0%; APE1 inh: 19%

How did O=C(/C=C\c1ccco1)Nc1nc(-c2ccc3ccccc3c2)cs1 do in these assays?
POLH inh: -9%; Pol iota inh: -2%; Pol kappa inh: -15%; BAZ2B block: inconclusive; POLB inh: 12%[57.1 µM]; G9a block: 50µM*; JMJD2A Tudor inh: -17%; BLM inh: -4%; APE1 inh: 1%

Results for Cc1cccc(N(Cc2cc(=O)[nH]c3ccccc23)C(=O)C(C)C)c1 ?
POLH inh: -22%; Pol iota inh: 25%; Pol kappa inh: 0%; BAZ2B block: -1%; POLB inh: 22%; G9a block: 9%; JMJD2A Tudor inh: -4%[11.4 µM]; BLM inh: 3%; APE1 inh: -4%

Results for CC(=O)c1ccn(S(=O)(=O)c2ccc(Cl)cc2)c1 ?
POLH inh: -4%; Pol iota inh: -16%; Pol kappa inh: -20%; BAZ2B block: 5%; POLB inh: -1%; G9a block: 6%; JMJD2A Tudor inh: -10%; BLM inh: -5%; APE1 inh: 2%

Results for Cc1nn(-c2ccccc2)c(C)c1/C=N/NC(=O)c1cc(-c2ccc(Cl)s2)[nH]n1 ?
POLH inh: -3%; Pol iota inh: -6%; Pol kappa inh: -21%; BAZ2B block: -27%; POLB inh: -1%; JMJD2A Tudor inh: -32%; BLM inh: -5%; APE1 inh: -5%

What do the screens show for `Cc1cc([N+](=O)[O-])c2ccccc2c1NS(=O)(=O)c1ccccc1`?
POLH inh: -11%; Pol iota inh: 64%[activator]; Pol kappa inh: -5%; JMJD2A Tudor inh: -34%

Not all compounds are listed; rates above refer to the full screens.
